Myeloid diff MLP: induction of myeloid progenitor differentiation, primary screen, cell-based, flow cytometry, MLPCN library | ER-HoxA9 myeloid progenitors, lysozyme-GFP differentiation | calls only at 10 µM | hit rate 1% among 360,000 | AID 624256, 2012;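 active = normalized GFP-positive differentiation at or above the plate's own cutoff, the solvent-only control mean plus 3 SD; inconclusive = no clear call, values can overlap the other calls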;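 also: cells exposed to compound for four days before flow analysis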
Hep lipid drop: inhibitors of hepatocyte lipid droplet formation, primary screen, imaging, high-throughput imaging, BODIPY stain. AML12 mouse hepatocytes, oleate lipid droplets. inhibition, % at 6.5 µM. hit rate 0.4% among 240,000;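 active = lipid droplet intensity inhibited by at least 50%, with more than 500 cells counted; inconclusive = wells with under 300 cells, treated as cytotoxic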
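Assay system: AML12 hepatocytes (mouse) / Also added: 100 µM oleic acid challenge / Times: overnight treatment with compound plus oleate / Detection: high-content imaging of BODIPY-stained droplets and DAPI nuclei / Evaluation: % inhibition of lipid droplet signal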
bCat nuc transl: modulators of beta-catenin nuclear translocation, primary screen, imaging, HeLa cells, immunofluorescence, high-content; nuclear translocation activity, % at 5 µM; hit rate 0.3% among 190,000; AID 1665, 2009;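 active = nuclear translocation activity above 50% at 5 µM, with a well cell count of 50 or more; inconclusive = wells under 50 cells across six images, flagged as toxic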;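 also: per-cell ratio of nuclear to cytoplasmic median beta-catenin stain intensity; plate controls were DMSO negative control for no effect and GSK-3 inhibitor IX positive control for full effect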
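Signal – beta-catenin immunofluorescence imaging with DAPI · Test system – human HeLa cell line · Dosing – 5 µM primary single dose, 0.1% DMSO, 0.02–20 µM confirmation series · Measure – % activation, nuclear-to-cytoplasmic median beta-catenin signal ratio per cell · Incubation – 24 h compound exposure at 37°C, 5% CO2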
Dynein transport: inhibitors of GR-EGFP nuclear translocation, primary screen, dynein cargo transport inhibitor project, imaging, high-content, 3617.4 mouse cells; test concentration mostly 20 µM; stimulated with dexamethasone, 1 µM; active compounds read low; z-score, hits read low; hit rate 0.47% among 220,000; AID 1381, 2008;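 active = plate z-score of nuclear minus cytoplasmic receptor signal below a set negative limit, without overly bright fluorescence or cell loss, cut at about -3.5 in these data, passing the limit was not always enough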;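 also: z-score of nuclear minus cytoplasmic ring GR-EGFP intensity difference per well; some compounds called inactive have numbers as strong as hits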
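Buffer or medium: tetracycline-free induction medium containing charcoal-stripped FBS / Reagent: dexamethasone agonist, 1.0 µM final, for 30 min / Technique: automated 10x imaging of fixed Hoechst-stained cells / Times: induction 48 h, compound 1 h, agonist 30 min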
T cell HTS: modulators of CD8 T cell-vesicle binding, primary screen, mouse 2C CD8+ T cells, flow cytometry. calls only at 7 µM. 2C CD8+ T cell-vesicle binding; active compounds read low. AID 2052, 2009. hit rate 0.068% among 330,000;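 active = response, share of CD8 T cells binding vesicles, and their 90th percentile fluorescence all below set limits, cut at about 80% in these data, passing the limit was not always enough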
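Assay system: 2C TCR transgenic mouse naive CD8+ T cells, MACS-purified | Read-out: CD8+ gate FL2 mean fluorescence as % of same-row positive control | Signal: High-throughput flow cytometry with anti-B7-1 and anti-CD8 staining | Timing: Binding step 1.5 h, 37 °C, antibody labelling 20 min, ice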
Dynein transport cytoplasmic EGFP: also measured in Dynein transport; calls as there; z-score; measured here: cytoplasmic GR-EGFP intensity; active compounds read high
Dynein transport nuclear GR-EGFP: second read-out of Dynein transport, no call of its own (marks repeat the call); z-score; measured here: nuclear GR-EGFP intensity;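 lower value marks the stronger effect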
Dynein transport cell count: also measured in Dynein transport; calls as there; z-score; measured here: cell count per field
Hep lipid drop cells 6.5 µM: second read-out of Hep lipid drop, no call of its own (marks repeat the call); cell count; measured here: cell count, cytotoxicity flag;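 cells counted across two imaged fields per well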
bCat nuc transl cell count 5 µM: recorded beside bCat nuc transl, whose call it bears; cell count; measured here: cell count, cytotoxicity flag
T cell HTS vesicle-bound %: also measured in T cell HTS; calls as there; double positive events, %; measured here: CD8+ vesicle-bound cell fraction;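 binding gate set so that unloaded-vesicle control wells show 10% double positive cells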
Myeloid diff MLP GFP+ MAC1+ %: recorded beside Myeloid diff MLP, whose call it bears; GFP+ MAC1+ double positive, %; measured here: differentiation confirmed by MAC1 staining
* = called active by the depositor; i = inactive; ? = inconclusive; . = not tested or not shown; + = active, no number. Some of the compounds tested; rates above refer to the full screens.

SMILES	Myeloid diff MLP	Myeloid diff MLP GFP+ MAC1+ %	Hep lipid drop	bCat nuc transl	Dynein transport	T cell HTS	others
C=CCN1CC[C@]23c4c5ccc(O)c4OC2C(O)C=CC3[C@H]1C5 (stereo not given in full)	.	.	.	.	.	i	T cell HTS vesicle-bound %=7.3
CN(C)[C@@H]1C(=O)C(C(N)=O)=C(O)[C@@]2(O)C(=O)C3=C(O)c4c(O)cccc4[C@@](C)(O)[C@H]3C[C@@H]12	.	.	.	.	.	i	T cell HTS vesicle-bound %=19.7
Oc1ccc2c3c1OC1c4[nH]c5ccccc5c4C[C@@]4(O)C(C2)N(CC2CC2)CC[C@]314 (stereo not given in full)	.	.	.	.	.	i	T cell HTS vesicle-bound %=5.5
CCN[C@@H](C)Cc1cccc(C(F)(F)F)c1	.	.	.	.	.	i	T cell HTS vesicle-bound %=2.9
CN1C2CCC1C(C(=O)O)C(O)C2 (stereo not given)	.	.	.	.	.	i	T cell HTS vesicle-bound %=5.9
COc1ccc2c3c1OC1C(O)C=CC4[C@@H](C2)N(C)CC[C@]314 (stereo not given in full)	.	.	.	.	.	i	T cell HTS vesicle-bound %=5.2
NS(=O)(=O)c1ccc(-c2ccc(C=C3C(=O)NC(=S)NC3=O)o2)cc1	.	.	.	.	.	i	T cell HTS vesicle-bound %=58.3
C[C@@H]1CCC2[C@@H](C)C(=O)O[C@@H]3OC4(C)CCC1[C@@]23OO4 (stereo not given in full)	.	.	.	.	.	i	T cell HTS vesicle-bound %=15.3
O=[N+]([O-])c1ccc2nc(N3CCNCC3)ccc2c1	.	.	.	.	.	i	T cell HTS vesicle-bound %=47.6
Clc1ccccc1NC1=NCCCS1	.	.	-12.2	.	.	i	Hep lipid drop cells 6.5 µM=766;T cell HTS vesicle-bound %=31.1
N/C(=N\[N+](=O)[O-])N1CCN(C(=O)Oc2ccccc2)CC1	.	.	-4.2	.	.	i	Hep lipid drop cells 6.5 µM=806;T cell HTS vesicle-bound %=28.5
Brc1ccccc1CNCCc1ccc2c(c1)OCO2	.	.	1.1	.	.	i	Hep lipid drop cells 6.5 µM=789;T cell HTS vesicle-bound %=40.9
Fc1ccc(N2CCN(Cc3cc4c(cc3Br)OCO4)CC2)cc1	.	.	-16.7	.	.	i	Hep lipid drop cells 6.5 µM=835;T cell HTS vesicle-bound %=39.3
C=C1C(=O)O[C@H]2C[C@@H](C)[C@@H]3C=CC(=O)[C@@]3(C)C[C@H]12	.	.	-34.9	-0.1	-3.85*	.	Dynein transport cytoplasmic EGFP=1.18*;Dynein transport nuclear GR-EGFP=-2.87*;Dynein transport cell count=0.583*;Hep lipid drop cells 6.5 µM=680;bCat nuc transl cell count 5 µM=1207
CC12CCC(=O)CC1CCC1C2C(=O)CC2(C)C1CCC2(C)O (stereo not given)	i	1.2	.	.	.	.
CC(=O)CC(c1ccc2c(c1)OCO2)c1c(O)c2ccccc2oc1=O (stereo not given)	i	0.9	.	.	.	.
Oc1ccc(CCNCc2cc3c(cc2Br)OCO3)cc1	i	0.4	.	.	.	.
CC(C)(C)C(=O)N1Cc2cc(N3CCOCC3)ccc2-n2nncc2C1	i	0.7	.	.	.	.
Cc1cccc(C)c1-n1nnnc1C(c1cc2ccccc2o1)N1CCC(n2c(=O)[nH]c3ccccc32)CC1 (stereo not given)	i	2.6	.	.	.	.
CCOC(=O)[C@]12Cc3ccccc3[C@H]1N(CCC(=O)OC)C(=O)c1cc(OC)ccc12	i	0.9	.	.	.	.

Of the compounds above, four contain four or more nitrogen atoms.
SMILES	Myeloid diff MLP	Myeloid diff MLP GFP+ MAC1+ %	Hep lipid drop	bCat nuc transl	Dynein transport	T cell HTS	others
O=[N+]([O-])c1ccc2nc(N3CCNCC3)ccc2c1	.	.	.	.	.	i	T cell HTS vesicle-bound %=47.6
N/C(=N\[N+](=O)[O-])N1CCN(C(=O)Oc2ccccc2)CC1	.	.	-4.2	.	.	i	Hep lipid drop cells 6.5 µM=806;T cell HTS vesicle-bound %=28.5
CC(C)(C)C(=O)N1Cc2cc(N3CCOCC3)ccc2-n2nncc2C1	i	0.7	.	.	.	.
Cc1cccc(C)c1-n1nnnc1C(c1cc2ccccc2o1)N1CCC(n2c(=O)[nH]c3ccccc32)CC1 (stereo not given)	i	2.6	.	.	.	.

The listing picks up with the 4 entries that preceded the break.
SMILES	Myeloid diff MLP	Myeloid diff MLP GFP+ MAC1+ %	Hep lipid drop	bCat nuc transl	Dynein transport	T cell HTS	others
Oc1ccc(CCNCc2cc3c(cc2Br)OCO3)cc1	i	0.4	.	.	.	.
CC(C)(C)C(=O)N1Cc2cc(N3CCOCC3)ccc2-n2nncc2C1	i	0.7	.	.	.	.
Cc1cccc(C)c1-n1nnnc1C(c1cc2ccccc2o1)N1CCC(n2c(=O)[nH]c3ccccc32)CC1 (stereo not given)	i	2.6	.	.	.	.
CCOC(=O)[C@]12Cc3ccccc3[C@H]1N(CCC(=O)OC)C(=O)c1cc(OC)ccc12	i	0.9	.	.	.	.
Cc1ccc2c(C)cccc2c1	i	2.1	.	.	.	.
CCC1CCC(C)N(N=O)C1 (stereo not given)	i	1.0	.	.	.	.
c1ccc(CN2Cc3ccccc3-n3nncc3C2)nc1	i	0.9	.	.	.	.
C[C@@H]1CN([C@@H](C)CO)C(=O)CCCn2nncc2CO[C@H]1CN(C)C(=O)Oc1cccc2ccccc12	i	1.3	.	.	.	.
CSCCC(c1nnnn1-c1c(C)cccc1C)N1CCC2(CC1)C(=O)NCN2c1ccccc1 (stereo not given)	i	1.3	.	.	.	.
C[C@]12CC[C@@H](O)C[C@@H]1CC[C@@H]1[C@@H]2CC[C@]2(C)C(=O)[C@H](O)C[C@@H]12	i	0.5	.	.	.	.
COc1ccc(C2C=C(C)Oc3c2c(=O)oc2ccccc32)cc1OC (stereo not given)	i	0.0	.	.	.	.
COc1ccc(OC(=O)N(C)C[C@H]2OCc3cnnn3CCCC(=O)N([C@H](C)CO)C[C@@H]2C)cc1	i	1.3	.	.	.	.
Cc1ccc(OP2(=O)Nc3cc(C)c(C)cc3S2)cc1 (stereo not given)	i	1.4	.	.	.	.
O=C1NC(=S)NC(=O)C1=Cc1c(Cl)cccc1Cl	i	1.2	.	.	.	.
CC(C)C1C(C#N)=C(N)Oc2c1c(=O)oc1ccccc21 (stereo not given)	i	2.1	.	.	.	.
Cc1ccc(NP(=O)(Oc2ccccc2)Oc2ccccc2)cc1	i	0.7	.	.	.	.
CC12CCC(=O)C=C1CCC1C2CCC2(C)C(O)(C(=O)CO)CCC12O (stereo not given)	i	1.3	.	.	.	.
Cc1ccccc1-c1ccc2c(c1)C1c3c(-c4ccccc4)nnn3-c3ccccc3C(=O)N1CC2 (stereo not given)	i	0.7	.	.	.	.
O=C1NCN(c2ccccc2)C12CCN(C(CCc1ccccc1)c1nnnn1C1CCCCC1)CC2 (stereo not given)	i	1.0	.	.	.	.
O=C(CCc1ccccc1)N1Cc2cc(-c3cccc(F)c3)ccc2-n2nncc2C1	i	0.4	.	.	.	.
CC(=O)O[C@H]1CCC2C3CC[C@H]4[C@@H](O)[C@H](O)CC[C@]4(C)C3CC[C@@]21C (stereo not given in full)	i	0.8	.	.	.	.
O=C1NCN(c2ccccc2)C12CCN(C(c1ccccc1OC(F)(F)F)c1nnnn1Cc1ccccc1)CC2 (stereo not given)	i	1.1	.	.	.	.
N#C/C(=C\c1ccc(O)cc1)C(=O)O (tested in a mixture with another compound)	+	11.3*	.	.	.	.
Cc1ccnc(NC(=O)CCCc2ccc(N(CCCl)CCCl)cc2)n1	?	.	.	.	.	.

2 entries picked at random from those above, as already listed:
SMILES	Myeloid diff MLP	Myeloid diff MLP GFP+ MAC1+ %	Hep lipid drop	bCat nuc transl	Dynein transport	T cell HTS	others
CC(C)C1C(C#N)=C(N)Oc2c1c(=O)oc1ccccc21 (stereo not given)	i	2.1	.	.	.	.
Cc1ccnc(NC(=O)CCCc2ccc(N(CCCl)CCCl)cc2)n1	?	.	.	.	.	.

More compounds
SMILES	Myeloid diff MLP	Myeloid diff MLP GFP+ MAC1+ %	Hep lipid drop	bCat nuc transl	Dynein transport	T cell HTS	others
c1ccc(C(CN2CCCCC2)c2ccccc2)cc1	i	0.4	.	.	.	.
COC(=O)N1Cc2ccccc2-n2nncc2C1	i	1.5	.	.	.	.
Cc1ccc(S(=O)(=O)N2Cc3cnnn3-c3ccccc3C2C#N)cc1 (stereo not given)	+	2.4*	.	.	.	.
CN(Cc1cccc(-c2ccncc2)c1)C(=O)Oc1ccccc1Cc1ccccc1	i	0.5	.	.	.	.
CCOC(=O)CC1c2ccccc2-n2nncc2CN1C (stereo not given)	i	0.7	.	.	.	.
O=C1NC(=O)C(=Cc2cccs2)C(=O)N1	i	0.8	.	.	.	.
CN(CC#CCN1CCCC1)C(=O)c1cccc(Cl)c1	i	0.9	.	.	.	.
CC(C)COC(=O)N1Cc2ccccc2-n2nncc2C1	i	0.8	.	.	.	.
C[C@]12CCC3C(CC[C@@H]4[C@H]5O[C@H]5CC[C@]34C)C1CC[C@@H]2O (stereo not given in full)	i	0.6	.	.	.	.
CCC1(CCO)C(=O)NC(=S)NC1=O	i	0.6	.	.	.	.
COc1ccc(CN2C(=O)C(CC(=O)NCc3ccco3)CC(C(=O)N(C)C)=C2C)cc1 (stereo not given)	i	2.0	.	.	.	.
CC(C)CN1Cc2cc(-c3cccc(F)c3)ccc2-n2nncc2C1	i	0.5	.	.	.	.
CCC(=O)OC1CCC2C3CCC4CC(=O)C=CC4(C)C3CCC12C (stereo not given)	i	0.8	.	.	.	.
O=S(=O)(c1cc(Cl)cc(Cl)c1)N1Cc2cc(-c3ccccc3)ccc2-n2nncc2C1	i	0.4	.	.	.	.

Screening results as filed in PubChem.
